High-throughput results as filed in PubChem.
RT RNaseH block = HIV-1 RT RNase H inhibitors, primary screen, biochemical, fluorescence. RT-RNase H RNA/DNA duplex cleavage. Gag-Pol polyprotein (Human immunodeficiency virus type 1 group M subtype B (isolate …. 65,000 compounds, 1.9% hits. inhibition, % at 10 µM; in the data active = inhibition above about 50%
RmlC RmlD mix = RmlC and RmlD coupled enzyme inhibitors, primary screen, biochemical, 384-well, compound mixtures, retest; RmlC/RmlD coupled enzyme inhibition, 384-well mixture HTS; inhibition, % at 5.5 µM; 110,000 compounds, 0.39% hits; AID 1532, 2009; in the data active = inhibition above about 30%, passing the limit was not always enough; inconclusive = no clear call, values can overlap the other calls; also: strong numbers were not always called active
The depositor's hits bear a star; ? = inconclusive; · = no result given. Only part of the results is shown, so the mix of outcomes need not match the whole.

SMILES	RT RNaseH block	RmlC RmlD mix
COc1ccc(/C=N/NC(=O)CC(=O)NCc2cccnc2)cc1	·	-6
CC(C)CCSc1ncnc2c1oc1nc3c(cc12)COC(C)(C)C3	·	-4
Cc1noc(C)c1COC(=O)c1cc(C)n(-c2ccccc2)c1C	-66	-59
Cc1csc(NC(=O)CCc2ccc(S(=O)(=O)N3CCOCC3)cc2)n1	·	-12
Cc1ccc(S(=O)(=O)N(CC(O)CN(C)C)c2ccccc2)cc1 (stereo unspecified)	-8	-8
Cc1cc(C)n(-c2ccc(Cl)c(C(=O)OCC(N)=O)n2)n1	·	-6
CCOc1ccc(Cc2c(Cl)nc(SC)nc2OC)cc1	·	-2
CN(C(=O)C1CCOC1)c1nnc(-c2cnccn2)s1 (stereo unspecified)	-1	10
CSc1nnc2n(C)c3c(c(=O)n12)C1(CCCC1)Cc1ccccc1-3	-13	-23
CN1CCc2cccc3c2[C@@H]1Cc1ccc(O)c(O)c1-3	·	28
COc1cc2cc(C(c3nnnn3C3CCCCC3)N(C)C3CCCCC3)c(=O)[nH]c2cc1OC (stereo unspecified)	2	1
COc1ccccc1NS(=O)(=O)CC12CCC(CC1=O)C2(C)C (stereo unspecified)	-9	7

5 compounds already listed, arranged by SMILES length, rising.
SMILES	RT RNaseH block	RmlC RmlD mix
CN1CCc2cccc3c2[C@@H]1Cc1ccc(O)c(O)c1-3	·	28
COc1ccc(/C=N/NC(=O)CC(=O)NCc2cccnc2)cc1	·	-6
COc1ccccc1NS(=O)(=O)CC12CCC(CC1=O)C2(C)C (stereo unspecified)	-9	7
Cc1cc(C)n(-c2ccc(Cl)c(C(=O)OCC(N)=O)n2)n1	·	-6
CSc1nnc2n(C)c3c(c(=O)n12)C1(CCCC1)Cc1ccccc1-3	-13	-23

Continued.
SMILES	RT RNaseH block	RmlC RmlD mix
CC1(C)CC(=O)CC(C2(O)C(=O)N(Cc3ccccc3)c3ccccc32)O1 (stereo unspecified)	-10	2
COc1ccc(-c2c(C)n([O-])c(C)c(-c3ccccc3)[n+]2=O)cc1OC	·	-4
CCOC(=O)c1c(NC(=O)C2CCCN2S(=O)(=O)c2cccc3nsnc23)sc(C)c1C (stereo unspecified)	-17	·
O=C(NCc1ccc(Cl)cc1Cl)c1ccccn1	-30	-15
CCOC(=O)N1CCN(C(=S)Nc2cccc(C)c2)CC1	·	-12
CN1C(=O)Cn2c1nc1ccccc12	-4	-3
NC(=O)C1(N2CCCCC2)CCN(C(=O)CSc2nc(C(F)(F)F)cc(=O)[nH]2)CC1	-3	-3
COc1ccc(C2C(C#N)=C(N)Oc3cc(C)n(CCN4CCOCC4)c(=O)c32)cc1OC (stereo unspecified)	-16	4
Cc1cc(/C=C2\SC(=S)NC2=O)c(C)n1C	·	-7
Nc1c(C(=O)Nc2ccc(F)cc2)sc2nc(-c3ccco3)ccc12	89*	14
CCCCOC(=O)Nc1cccc(C(C)=O)c1	-2	5
Cc1nnsc1SC(C)C(=O)O (stereo unspecified)	·	5
COc1ccc(OC)c(-n2c(SCC(=O)Nc3cc(C)on3)nnc2-c2c[nH]c3ccccc23)c1	3	-9
COc1ccc(CC(=O)OCCN(C)C)cc1	·	-15
COc1ccc(NC(=O)c2ccccc2NC(=O)C2CCCO2)cc1 (stereo unspecified)	1	2
c1ccc(Cn2nnnc2CN2CCN(c3ncccn3)CC2)cc1	-2	3
Cc1ccc2c(n1)sc1c(-c3ccccc3)c(C#N)c(N)nc12	·	-134
COc1ccc(NC(=O)C2C3CCC(C3)C2C(=O)O)cc1OC (stereo unspecified)	-8	4
CCN1CCN(C(=O)COc2cc(=O)n(CC)c3ccccc23)CC1	-4	-9
CC1CCCC(NS(=O)(=O)c2ccc3c(c2)OCCO3)C1C (stereo unspecified)	-20	-10
COCc1[nH]nc2c1C(c1cc(OC)c(O)c(OC)c1)C(C#N)=C(N)O2 (stereo unspecified)	12	-11
Cc1cc(-c2ccccc2)n(-c2ccc(C(=O)N3CCN(c4ncccn4)CC3)cc2)n1	-9	3
Cc1cc(NC(=O)CSc2nc3c(c(-c4cccnc4)c2C#N)CCC3)no1	-3	-15
O=C(O)C1CCCN1S(=O)(=O)c1ccccc1 (stereo unspecified)	·	7
COc1ccc2c(c1)c1ncn(CCc3ccccc3)c(=O)c1n2C	·	106
Cc1cc(-c2ccccc2)c2c3c(c(-c4ccccc4)n2n1)c(=O)n(C)c(=O)n3C	·	3
CN(C)S(=O)(=O)c1ccc(NC(=O)COC(=O)c2n[nH]c3ccccc23)cc1	·	-9
CS(=O)(=O)N(CC(=O)Nc1cccc(F)c1)Cc1ccccc1	-7	9
COc1ccc2c(c1)cc(C)c1nnc(SCC(=O)N3CCN(C(=O)c4ccco4)CC3)n12	-25	135
O=C(NC1CCCCC1)[C@H](O)[C@@H](O)C(=O)NC1CCCCC1	-5	-6
COc1ccc(C(=O)c2ccc(Cl)cc2)cc1	·	18
COCOc1ccc(/C=C2/Oc3cc(OCOC)cc(OCOC)c3C2=O)c(OCOC)c1	·	-13
CCc1ccc(NC(=O)c2ccc3nc(N)sc3c2)cc1	·	-1
O=C(Nc1cccc(Cn2cccn2)c1)c1cc2c(s1)CCCC2	-26	10
COc1ccc(C2SCC(=O)Nc3c2c(C)nn3-c2ccccc2)cc1 (stereo unspecified)	·	13
CCc1ccc(NC(=O)CCn2ccnc2C)cc1	·	144
O=C(NC12CC3CC(CC(C3)C1)C2)N1CCN(S(=O)(=O)c2ccc(Cl)cc2)CC1	-1	3
CCCc1nc2n[nH]c(N)c2c2c1COC(C)(C)C2	-4	8
CC1(C)Cc2c(sc3nc(SCC(=O)N4CCOCC4)nc(N)c23)CO1	-3	6
Cc1ccc(N2C(=O)C(c3c(C)[nH]n(-c4ccccc4)c3=O)(C(F)(F)F)C3=C2CC(C)(C)CC3=O)cc1 (stereo unspecified)	·	-10
O=S(=O)(c1ccc2ccccc2c1)N1CCCOC1	-32	5
Cc1ccc(C)c(Cn2nnc3c(=O)[nH]c(C(=O)NCC4CCCO4)nc32)c1 (stereo unspecified)	-46	18
COc1cc(C(=O)N(Cc2ccco2)Cc2cc3ccccc3[nH]c2=O)cc(OC)c1OC	2	4
COc1ccc(CCNC(=O)c2c(-c3ccccc3)noc2C)cc1OC	-4	-8
CN(C)CCNC(=O)c1ccc(CS(=O)(=O)c2c(Cl)cccc2Cl)o1	-4	-10
CCOC(=O)N1CCN(C(=O)C2CCCN(c3nc4ccc(OCC)cc4s3)C2)CC1 (stereo unspecified)	-9	?
Cn1nc(CC(=O)Nc2ccc3c(c2)OCCO3)c2ccccc2c1=O	-47	7
O=C(Nc1cc2c(oc1=O)CCCC2=O)c1cccc(Cl)c1	·	9

Shown with bars between the fields: 25 of the compounds above
Molecule | RT RNaseH block | RmlC RmlD mix
O=C(O)C1CCCN1S(=O)(=O)c1ccccc1 (stereo unspecified) | · | 7
COc1ccc2c(c1)c1ncn(CCc3ccccc3)c(=O)c1n2C | · | 106
Cc1cc(-c2ccccc2)c2c3c(c(-c4ccccc4)n2n1)c(=O)n(C)c(=O)n3C | · | 3
CN(C)S(=O)(=O)c1ccc(NC(=O)COC(=O)c2n[nH]c3ccccc23)cc1 | · | -9
CS(=O)(=O)N(CC(=O)Nc1cccc(F)c1)Cc1ccccc1 | -7 | 9
COc1ccc2c(c1)cc(C)c1nnc(SCC(=O)N3CCN(C(=O)c4ccco4)CC3)n12 | -25 | 135
O=C(NC1CCCCC1)[C@H](O)[C@@H](O)C(=O)NC1CCCCC1 | -5 | -6
COc1ccc(C(=O)c2ccc(Cl)cc2)cc1 | · | 18
COCOc1ccc(/C=C2/Oc3cc(OCOC)cc(OCOC)c3C2=O)c(OCOC)c1 | · | -13
CCc1ccc(NC(=O)c2ccc3nc(N)sc3c2)cc1 | · | -1
O=C(Nc1cccc(Cn2cccn2)c1)c1cc2c(s1)CCCC2 | -26 | 10
COc1ccc(C2SCC(=O)Nc3c2c(C)nn3-c2ccccc2)cc1 (stereo unspecified) | · | 13
CCc1ccc(NC(=O)CCn2ccnc2C)cc1 | · | 144
O=C(NC12CC3CC(CC(C3)C1)C2)N1CCN(S(=O)(=O)c2ccc(Cl)cc2)CC1 | -1 | 3
CCCc1nc2n[nH]c(N)c2c2c1COC(C)(C)C2 | -4 | 8
CC1(C)Cc2c(sc3nc(SCC(=O)N4CCOCC4)nc(N)c23)CO1 | -3 | 6
Cc1ccc(N2C(=O)C(c3c(C)[nH]n(-c4ccccc4)c3=O)(C(F)(F)F)C3=C2CC(C)(C)CC3=O)cc1 (stereo unspecified) | · | -10
O=S(=O)(c1ccc2ccccc2c1)N1CCCOC1 | -32 | 5
Cc1ccc(C)c(Cn2nnc3c(=O)[nH]c(C(=O)NCC4CCCO4)nc32)c1 (stereo unspecified) | -46 | 18
COc1cc(C(=O)N(Cc2ccco2)Cc2cc3ccccc3[nH]c2=O)cc(OC)c1OC | 2 | 4
COc1ccc(CCNC(=O)c2c(-c3ccccc3)noc2C)cc1OC | -4 | -8
CN(C)CCNC(=O)c1ccc(CS(=O)(=O)c2c(Cl)cccc2Cl)o1 | -4 | -10
CCOC(=O)N1CCN(C(=O)C2CCCN(c3nc4ccc(OCC)cc4s3)C2)CC1 (stereo unspecified) | -9 | ?
Cn1nc(CC(=O)Nc2ccc3c(c2)OCCO3)c2ccccc2c1=O | -47 | 7
O=C(Nc1cc2c(oc1=O)CCCC2=O)c1cccc(Cl)c1 | · | 9

Further entries
SMILES	RT RNaseH block	RmlC RmlD mix
Cc1ccccc1OC/C(O)=C(\C#N)c1nc2ccccc2[nH]1	·	-16
Cc1cnc2cc(Cl)c(Cl)cc2n1	·	-2
CCCCNC(=O)[C@H](CSCc1ccccc1)N1Cc2ccccc2C1=O	·	?
CC(C)N(C(=O)Nc1ccc2nccnc2c1)C(C)C	2	·
CCOc1cc2c(C#N)c(N3CCOCC3)nc(N)c2c(N)n1	-4	18
CCO/C(C)=N/n1c2nc3ccccc3nc2c2c(=O)n(C3CCCC3)c(C)nc21	4	7
CC1CN(C(=O)C(C)N2C(=O)c3ccccc3C2=O)CC(C)O1 (stereo unspecified)	-1	-3
CN(C)/C=C/C(=O)/C=C/c1cn(-c2ncc(C(F)(F)F)cc2Cl)c2ccccc12	·	0
C=CC1CN(CC(=O)OC)S(=O)(=O)c2ccccc21 (stereo unspecified)	·	-11
COc1cccc(S(=O)(=O)NCc2ccc(C(=O)Nc3ccc(Cl)c(Cl)c3)cc2)c1	·	3
c1cnn(-c2cc(N3CCOCC3)ncn2)c1	-3	4
C1CCN(c2nc(N3CCCC3)nc(N3CCNCC3)n2)C1	-3	-85
O=C(NNC(=O)c1ccccc1Br)c1ccc(SCC2CCCO2)c([N+](=O)[O-])c1 (stereo unspecified)	·	-8
CC(=O)c1cc(CN2C(=O)c3ccccc3C2=O)cs1	-55	-3
COc1ccc(CCNC(=O)c2c(N)n(CCN3CCOCC3)c3nc4ccccc4nc23)cc1	-80	11
CCSc1nnc2nc(C)cc(C)n12	·	2
COc1cc(OC)c(C2=NOC(C(=O)Nc3c(C)nn(CC(=O)N4CCCC4)c3C)C2)cc1Cl (stereo unspecified)	-6	13
Cc1cc(O)c(C(=O)c2ccccc2C(=O)O)cc1C	-3	8
Cc1ccc(-n2ncc3c(=O)n(CC(=O)NCC4CCCO4)cnc32)cc1 (stereo unspecified)	-4	5
Cc1cc(C)c(S(=O)(=O)c2ccccc2)c(OC(=O)c2c(Cl)cc(Cl)cc2Cl)n1	·	-13
CCOC(=O)N1CCC(N2C(=O)c3cc(C(=O)NC4CCCCC4)ccc3C2O)CC1 (stereo unspecified)	3	8
CCN(CC)C(=O)C1CCCN(Cc2ccc(OC)c(C)c2C)C1 (stereo unspecified)	5	-3
CN(Cc1nc(-c2ccncc2)no1)S(=O)(=O)c1ccc(Br)cc1	-34	8
CCn1c(CSc2nc3ccccc3s2)nnc1SCC(=O)NCC(=O)OC	·	8
C[C@@]1(CO)[C@H](O)CC[C@@]2(C)[C@H]1CC[C@H]1C[C@@H]3C[C@@]12CC[C@]3(O)CO	-1	-8
CCCCOCCCNC(=O)N[C@@H](CC(C)C)C(=O)O	0	6
CCOC(=O)CC(=O)CSc1nc(C)cc(C)c1C#N	·	110*
O=C(Nc1ccc2nc(-c3ccc(Br)o3)[nH]c2c1)c1cccs1	71*	0
COc1cccc(CN2CCCN(S(=O)(=O)c3ccc(Br)cc3)CC2)c1	5	-26
Cc1ccc(-n2c(N)c(C(N)=O)sc2=S)cc1	95*	-1
COC(=O)C1=C(C)NC(C)=C(C(=O)OC)C1C(=O)OC1CCCCC1=O (stereo unspecified)	-13	7
CCCC12CN3CC(C)(CN(C1)C3c1ccc3c(c1)OCO3)C2=O (stereo unspecified)	2	9
O=C(NCc1ccccc1)c1n[nH]nc1-c1ccccc1O	-3	1
O=c1cc(-c2ccccc2)nc2nc(COc3ccccc3)[nH]n12	-3	-11
CC(c1ccccc1F)n1cc(C(=O)Nc2ccc3nc[nH]c3c2)nn1 (stereo unspecified)	2	-9
COc1ccc(S(=O)(=O)Nc2ccc(S(=O)(=O)N3CCCC3)cc2)cc1	·	-8
